Screens: PubChem, The Scripps Research Institute Molecular Screening Center
CHO parental Ca – counter-screen: ATP calcium response change in parental CHO cells; parental CHO-K1, ATP-induced calcium, Fluo-8 fluorescence; inhibition, % at 5.6 µM; actives 0.63% (n = 330,000); AID 463079;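 active means inhibition above that plate's mean sample inhibition plus 3 SD, cut at about 26% in these data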;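 further: 0% = ATP-challenged DMSO wells and 100% = DMSO wells without ATP; some compounds past the cut are filed as inactive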
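Test system: parental CHO cells; detection: calcium-sensitive Fluo-8 fluorescence; evaluation: percent inhibition of calcium signal; also added: ATP as calcium-mobilizing challenge; repeats: one well per compound; control set: ATP-challenged DMSO wells low, unchallenged DMSO wells high; compound: single nominal dose of 5.6 µM per compound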
M1 PAM parental – M1 PAM counterscreen hit in parental CHO-K1 cells. ATP EC20, Fluo-8 calcium fluorescence; 0% at ATP EC20, 100% at ATP max. activation, % at 3 µM. actives 0.02% (n = 360,000);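 active means activation above the run cutoff, the mean activation of all test compounds plus 3 SD, cut at about 40% in these data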;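 further: peak over basal fluorescence ratio in a 140 s read after ATP addition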
TAAR1 ag – human TAAR1 agonism | Q96RJ0 | CHO RD-HGA16 TAAR1, Fluo-8 calcium fluorescence; vehicle wells 0%, saturating PEA agonist 100% | activation, % at 3 µM | actives 0.99% (n = 360,000) | AID 624467;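 active means activation above the mean activation of all test compounds in the run plus 3 SD, cut at about 38% in these data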
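Test system: RD-HGA16 (CHO) cells co-expressing Gα16 and hTAAR1; dosing: one-point dosing at 3 µM (nominal); timing: 17-24 h seeding, 75 min 37 °C dye, 30 min RT; signal: kinetic Fluo-8 calcium fluorescence; read-out basis: % activation relative to PEA EC100 response; controls: DMSO and PEA EC100; replicates: n 1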
CHO-K1 Ca ag – counter-screen for M1 agonists: effect in parental CHO-K1 cells; actives 0.48% (n = 360,000); AID 602248; activation, % at 3 µM; Fluo-8 calcium fluorescence; scaled to maximal ATP response, vehicle zero; in the data active means activation above about 15%;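 further: untransfected CHO-K1 host cells lacking M1 receptor as counterscreen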
OXTR potentiate – potentiators of human oxytocin receptor. activation, % at 3 µM. CHO-OTR cells, Fluo-8 calcium fluorescence, potentiator mode; 0% = oxytocin EC15, 100% = EC100. actives 0.061% (n = 320,000);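 active means activation above that plate's cutoff, the mean activation of tested compounds plus 3 SD, cut at about 6.6% in these data, passing the limit was not always enough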;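 further: 100% uses oxytocin at 75 nM as the full agonist control; some results filed as inactive read as strong as hits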
Target sequence (P30559 whole entry, looked up): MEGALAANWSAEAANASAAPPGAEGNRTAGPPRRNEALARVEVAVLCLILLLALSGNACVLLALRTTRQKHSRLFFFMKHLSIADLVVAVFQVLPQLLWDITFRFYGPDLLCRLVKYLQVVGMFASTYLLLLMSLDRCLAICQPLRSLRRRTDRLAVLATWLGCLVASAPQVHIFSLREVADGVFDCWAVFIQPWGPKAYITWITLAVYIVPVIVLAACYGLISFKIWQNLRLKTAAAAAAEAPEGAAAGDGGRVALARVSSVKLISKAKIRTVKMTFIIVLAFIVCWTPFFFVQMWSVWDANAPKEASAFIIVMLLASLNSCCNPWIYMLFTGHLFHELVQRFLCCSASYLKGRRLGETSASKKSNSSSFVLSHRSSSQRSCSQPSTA
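test system = CHO-OTR cells, human receptor | compound = single-point 3.0 µM | schedule = 6 min compound pre-incubation at room temperature, 100 s kinetic read | signal = Fluo-8 no-wash calcium dye fluorescence, excitation 470-495 nm, emission 515-575 nm | repeats = single well per compound, singlicate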
CHO-K1 Ca antag – counter-screen for M1 antagonists: effect in parental CHO-K1 cells; ATP-induced calcium, Fluo-8 fluorescence; inhibition, % at 3 µM; actives 0.6% (n = 360,000); AID 602250;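 active means inhibition above a per-plate cutoff, the plate's mean sample inhibition plus 3 SD, cut at about 24% in these data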;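 further: 0% = DMSO plus EC80 ATP and 100% = DMSO alone without ATP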
M1 antag – human CHRM1 antagonism; actives 1.3% (n = 360,000); CHO-K1 hM1, Fluo-8 calcium fluorescence, ACh EC80 antagonist; AID 588852; inhibition, % at 3 µM; P11229;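 active means percent inhibition above its own plate's cutoff, namely the mean of that plate's compound wells plus 3 SD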;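 further: peak over basal fluorescence ratio during 140 s after agonist addition; 0% = ACh EC80 plus DMSO and 100% = DMSO alone without agonist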
Target sequence (P11229 whole entry, looked up): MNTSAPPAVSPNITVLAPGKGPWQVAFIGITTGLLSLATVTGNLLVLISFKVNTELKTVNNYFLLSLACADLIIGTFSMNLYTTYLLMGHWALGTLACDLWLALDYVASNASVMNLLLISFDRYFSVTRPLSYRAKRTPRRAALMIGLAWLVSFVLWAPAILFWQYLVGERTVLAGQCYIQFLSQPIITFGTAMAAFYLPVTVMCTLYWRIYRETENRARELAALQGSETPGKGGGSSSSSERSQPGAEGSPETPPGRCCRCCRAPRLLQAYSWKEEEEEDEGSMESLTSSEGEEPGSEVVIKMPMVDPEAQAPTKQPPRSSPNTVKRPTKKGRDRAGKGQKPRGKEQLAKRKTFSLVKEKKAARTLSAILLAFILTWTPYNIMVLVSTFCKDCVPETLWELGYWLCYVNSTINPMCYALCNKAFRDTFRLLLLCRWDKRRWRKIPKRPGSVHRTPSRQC
CHRM1 agonist – human M1 muscarinic receptor agonism. activation, % at 3 µM. AID 588814. P11229. CHO-K1 hM1, Fluo-8 calcium fluorescence, agonist mode; 0% DMSO, 100% acetylcholine EC100. actives 0.33% (n = 360,000);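 active means activation above the run's mean compound activation plus 3 SD, cut at about 16% in these data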;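 further: peak over basal fluorescence ratio within a 140 s kinetic read after compound addition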
TAAR1 antagonist – human TAAR1 antagonism. CHO RD-HGA16 TAAR1, Fluo-8 calcium fluorescence, antagonist. actives 1.5% (n = 360,000). Q96RJ0. inhibition, % at 3 µM;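 active means inhibition above a per-plate cutoff, the mean inhibition of test compounds on that plate plus 3 SD, cut at about 49% in these data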;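 further: 0% = DMSO plus EC80 beta-PEA response and 100% = DMSO alone without agonist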
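Test system: RD-HGA16 CHO cells with stable hTAAR1 and Gα16 / Probe or stimulus: EC80 β-phenethylamine stimulus / Times: seeding 17-24 h prior, 75-min 37 °C, 30-min RT dye loading / Detection: Fluo-8 calcium-sensitive fluorescence / Read-out basis: % inhibition scaled between DMSO and EC80 PEA controls / Repeats: singlicate, one well per test compound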
* = called active by the depositor; · = not tested or not shown. Rows were taken by chance; overall some 4.2% were active at least once.

no.	smiles	CHO parental Ca	M1 PAM parental	TAAR1 ag	CHO-K1 Ca ag	OXTR potentiate
1	C[C@@H]1CN([C@H](C)CO)C(=O)CCCn2nncc2CO[C@H]1CN(C)Cc1ccc(C(F)(F)F)cc1	·	-0.2	1.6	-0.8	·
2	COc1cc(/C=N/NC(=S)NCC2CCCO2)cc(OC)c1OC (stereo not drawn)	-8.5	18.9	-0.6	7.6	0.3
3	COc1ccccc1NC(=O)C(C)OC(=O)CCNS(=O)(=O)c1ccc(C)c(C)c1 (stereo not drawn)	-21.3	8.0	-1.7	0.8	-7.8
4	O=C1CSC(c2cn(-c3ccccc3)nc2-c2cc3ccccc3o2)N1Cc1ccccc1 (stereo not drawn)	-26.0	6.7	11.2	0.3	-14.9
5	CCOC(=O)c1sc2nc(C)nc(SCC(=O)N(CC)C3CCS(=O)(=O)C3)c2c1C (stereo not drawn)	-6.8	23.9	5.7	1.8	-8.2
6	N#Cc1ccccc1CSc1nc2ccc(NC(=O)c3ccccc3C(=O)O)cc2s1	-14.6	-12.4	1.1	2.6	-4.5
7	CC(=O)Cc1nsc(Nc2ccc3c(c2)OCCO3)n1	-7.5	13.5	2.7	-0.1	-4.5
8	C/C(=N\Nc1nc2ccccc2[nH]1)c1ccc2c(c1)OCO2	-24.1	10.4	-0.3	0.5	-13.5
9	CCOc1ccc(NC(=O)CSc2nc3ccccc3c(=O)n2Cc2cccs2)cc1	-17.4	9.7	4.1	0.1	-6.4
10	COc1ccc(S(=O)(=O)N(C)C[C@H]2Oc3c(NC(=O)CCC(F)(F)F)cccc3C(=O)N([C@H](C)CO)C[C@@H]2C)cc1	-14.7	10.1	8.4	0.3	5.3
11	O=C(CSc1ccc(Cl)cc1)Nc1cc(-c2nc3ncccc3o2)ccc1Cl	-15.3	·	10.3	·	-3.0
12	COCCNC(=O)/C(C#N)=C/c1cccc(NC(=O)c2ccccc2Cl)c1	-0.4	27.3	1.2	0.9	2.0
13	CCOC(=O)C1=C(O)/C(=C/c2ccc(OCC(=O)O)c(OC)c2)SC1=Nc1ccc(OCC)cc1	-11.0	9.4	4.8	0.3	-8.0
14	N#C/C(=C\c1cccs1)C(=O)NCc1ccco1	-1.4	23.4	0.8	0.7	-1.2
15	CCC1Oc2ccc(C)cc2N(CC(=O)NCC2COc3ccccc3O2)C1=O (stereo not drawn)	-5.8	10.5	4.9	4.9	-8.6

no.	CHO-K1 Ca antag	M1 antag	CHRM1 agonist	TAAR1 antagonist
1	6.1	9.9	-7.2	9.2
2	-8.9	-2.5	-1.1	-3.0
3	-15.7	-18.8	-1.2	0.0
4	-15.8	-8.5	-0.2	2.7
5	-7.8	-7.4	-3.7	11.8
6	31.2*	3.0	-12.7	23.8
7	-1.5	5.6	1.0	10.5
8	7.9	0.1	-12.0	14.6
9	-0.2	-2.9	-3.2	0.4
10	-6.7	4.8	-8.1	12.8
11	·	·	·	11.0
12	-4.0	-10.6	-7.9	-7.1
13	-2.2	3.9	-3.1	-9.3
14	-15.0	0.1	-2.8	-2.1
15	-6.5	5.6	0.5	67.2*

New compounds follow.
no.	smiles	CHO parental Ca	M1 PAM parental	TAAR1 ag	CHO-K1 Ca ag	OXTR potentiate
16	CCOC(=O)N1CCC(NC(=O)CCc2nc(-c3ccc(C)cc3)no2)CC1	-26.4	7.5	·	0.3	-3.2
17	C(=C\c1ccccc1)/CSc1ccccn1	0.8	14.8	7.8	4.7	-9.1
18	CC(C)CN(C(=O)CCC(=O)OCC(=O)NCCc1ccccc1)c1c(N)n(CC(C)C)c(=O)[nH]c1=O	-2.8	11.1	1.8	0.1	3.0
19	Cc1cc(C)nc(SCSc2nc(C)cc(C)n2)n1	·	15.7	17.3	0.4	·
20	Clc1ccc(OCCCNCc2ccccc2)c(Br)c1	-5.2	15.3	6.2	0.3	-9.2
21	CC(=O)COc1ccc2c(C)c(C)c(=O)oc2c1	-14.1	0.9	1.3	-0.2	-8.5
22	CCOc1ccc(C2C=C(c3ccc(C)cc3)Nc3nnnn32)cc1 (stereo not drawn)	-12.5	3.7	8.5	8.2	-4.2
23	Cc1ccccc1Nc1c(-c2ccc(N3CCOCC3)cc2)nc2cnccn12	4.8	14.0	-0.4	0.4	-5.8
24	COC(=O)c1sc(NC(=O)CSc2nnc(Cn3nnc4ccccc43)n2C)nc1C	-5.1	22.5	2.7	0.5	3.0
25	CCCCC(=NCCc1c(C)[nH]c2ccc(OC)cc12)C1=C(O)CC(c2ccccc2)CC1=O (stereo not drawn)	-11.3	24.8	8.8	0.9	-2.8
26	CCOc1ccc2[nH]c(=O)c(CN(CCCN3CCOCC3)Cc3nnnn3Cc3ccc(OC)cc3)cc2c1	-2.5	-2.2	-1.1	-0.1	-8.6
27	CCOCCCNC(=O)C(NC(=O)c1ccc2c(c1)OCO2)c1ccc(OC)cc1 (stereo not drawn)	-21.8	0.4	8.6	-0.1	-9.9
28	CN1CC(COCc2ccccc2)Oc2ccccc2S1(=O)=O (stereo not drawn)	3.4	15.6	-0.5	1.6	·
29	COc1ccc(CNC(=O)C2CCCN(S(=O)(=O)N3CC(C)CC(C)C3)C2)c(OC)c1 (stereo not drawn)	-19.0	-12.2	-0.9	3.6	-5.8
30	O=C(/C=C/c1ccco1)NC(=S)Nc1ccccc1N1CCOCC1	-25.4	9.7	5.5	1.0	-3.6

no.	CHO-K1 Ca antag	M1 antag	CHRM1 agonist	TAAR1 antagonist
16	-5.9	-9.6	-1.5	·
17	3.9	-4.8	-6.7	-5.3
18	9.7	-4.2	-2.0	-1.8
19	-13.7	4.7	-4.2	-42.2
20	-30.0	-5.6	1.6	5.9
21	-9.0	-12.6	8.2	-13.2
22	-4.7	-0.3	7.5	0.3
23	-11.4	-10.3	-1.4	-36.5
24	-5.7	-10.9	-5.6	-7.5
25	-16.8	-5.5	-7.0	-4.7
26	-5.4	4.4	-5.5	8.1
27	3.0	-1.8	-3.2	-1.7
28	-2.9	-11.8	-2.5	3.2
29	-7.5	-2.7	-4.5	4.0
30	2.1	-5.5	-5.9	26.7

Excerpt: compounds 16–19
no.	smiles	CHO parental Ca	M1 PAM parental	TAAR1 ag	CHO-K1 Ca ag	OXTR potentiate
16	CCOC(=O)N1CCC(NC(=O)CCc2nc(-c3ccc(C)cc3)no2)CC1	-26.4	7.5	·	0.3	-3.2
17	C(=C\c1ccccc1)/CSc1ccccn1	0.8	14.8	7.8	4.7	-9.1
18	CC(C)CN(C(=O)CCC(=O)OCC(=O)NCCc1ccccc1)c1c(N)n(CC(C)C)c(=O)[nH]c1=O	-2.8	11.1	1.8	0.1	3.0
19	Cc1cc(C)nc(SCSc2nc(C)cc(C)n2)n1	·	15.7	17.3	0.4	·

no.	CHO-K1 Ca antag	M1 antag	CHRM1 agonist	TAAR1 antagonist
16	-5.9	-9.6	-1.5	·
17	3.9	-4.8	-6.7	-5.3
18	9.7	-4.2	-2.0	-1.8
19	-13.7	4.7	-4.2	-42.2

Carrying on:
no.	smiles	CHO parental Ca	M1 PAM parental	TAAR1 ag	CHO-K1 Ca ag	OXTR potentiate
31	O=C(CN1C(=O)C2C3C=CC(C4CC34)C2C1=O)Nc1cccc2ncccc12 (stereo not drawn)	-12.2	10.6	4.0	1.2	-11.8
32	COc1cc2sc(-c3ccc(S(C)(=O)=O)cc3)c(C#CCO)c2cc1OC	-10.3	-0.2	5.6	0.7	3.7
33	CCN(Cc1ccncc1)Cc1cn[nH]c1-c1ccc(OC)cc1F	-7.1	22.9	-1.0	2.8	-9.1
34	Cc1ccc2nc(NC(=O)CSCC(=O)OCC(=O)c3ccc(Br)cc3)sc2c1	-3.5	3.9	2.5	0.0	1.1
35	O=C(Cc1ccc(F)cc1)NCCS(=O)(=O)N1CCN(c2ccccc2)CC1	-9.1	0.7	-0.2	2.7	-3.6
36	CN(C)c1nc(N)nc(-c2nc3ccccc3s2)n1	-28.1	19.1	5.6	0.4	-1.8
37	CCOC(=O)C1=C(C)NC(C)=C(C(=O)OCC)C1C(=O)OCC(=O)N(C)Cc1ccccc1	-13.1	-2.8	1.6	0.2	1.9
38	O=C(NCc1ccccc1)NS(=O)(=O)c1ccccc1Cl	-1.5	15.4	0.9	1.2	0.9
39	Cc1ccccc1CN1CCN(S(=O)(=O)c2cccs2)CC1	-12.2	24.2	1.8	0.8	-0.8
40	CCCCCCN1CCN(C2CN(Cc3cn(CCCCCC)nn3)S(=O)(=O)C2)CC1 (stereo not drawn)	·	-0.8	-0.8	1.2	·
41	O=C(CN(CC1CCCO1)C(=O)CNS(=O)(=O)c1ccc(F)cc1)NC1CCCC1 (stereo not drawn)	-11.6	-2.8	1.2	-0.1	3.3

no.	CHO-K1 Ca antag	M1 antag	CHRM1 agonist	TAAR1 antagonist
31	3.7	-4.6	-4.5	1.9
32	-1.4	-2.3	2.7	12.5
33	-13.3	-7.9	-12.0	7.5
34	-8.2	-9.1	-1.9	-18.7
35	-4.9	-17.6	-2.7	8.6
36	-10.2	-6.4	-3.6	-0.3
37	-8.3	-6.4	-4.0	12.3
38	-15.3	-13.9	-5.7	-1.0
39	-11.4	-2.1	-13.3	11.4
40	-6.9	·	·	-30.6
41	-9.3	-3.0	-3.5	-20.2
